Screening results (PubChem BioAssay)
HCMV antiviral = inhibitors of human cytomegalovirus | HFF cells, HCMV-luciferase reporter, 72 h; stronger effect = lower value | activity change, negative = inhibition, % at 57.5 µM | 410,000 tested, 4.5% active | AID 1259415; in the data active means activity change below about -60%; inconclusive means no clear call, values can overlap the other calls; inactive means above about -39%
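Two-dose cell screen: HFF monolayers treated with compounds and infected with luciferase-expressing HCMV at 1 PFU/cell, 72 h at 37C, then lysed for luciferase measurement.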
AmpC inh no detg = AmpC beta-lactamase inhibition without detergent; 330,000 tested, 0.52% active; AID 485341; AmpC nitrocefin hydrolysis, absorbance 480 nm, 0.0001% Triton; Potency, µM (series often up to 57.1 µM), without a hit: at the highest dose activity change, negative = inhibition, most hits filed as inhibitors;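 further: potency means the concentration at half of the fitted maximal effect; plate controls were no compound for no effect and no enzyme for full effect; nearly all actives have a fitted effect of over 20% in size; some results filed as inactive show a strong effect at the top dose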
Target sequence (P00811 whole entry, looked up): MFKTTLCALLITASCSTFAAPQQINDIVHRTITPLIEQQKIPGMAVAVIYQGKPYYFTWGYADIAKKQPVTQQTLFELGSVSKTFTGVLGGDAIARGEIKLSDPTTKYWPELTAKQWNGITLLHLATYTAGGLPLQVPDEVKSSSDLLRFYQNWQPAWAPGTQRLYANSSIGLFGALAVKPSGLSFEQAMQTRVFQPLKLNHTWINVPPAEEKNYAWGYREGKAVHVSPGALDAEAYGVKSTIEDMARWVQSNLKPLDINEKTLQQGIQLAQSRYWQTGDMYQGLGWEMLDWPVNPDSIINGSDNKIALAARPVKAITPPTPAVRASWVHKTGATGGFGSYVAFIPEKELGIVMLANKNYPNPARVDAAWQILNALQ
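AmpC (5.3 nM in the dispensed reagent) in 20 mM phosphate pH 7.0 with 0.01% (detergent screen) or 0.0001% Triton X-100 was preincubated with compounds for 15 min at room temperature. Nitrocefin was then added from an 800 uM solution, and hydrolysis was followed at 480 nm.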
TbPYK inhibitor = T. brucei pyruvate kinase inhibition | Q57TT1 | TbPYK enzyme, Kinase-Glo Plus ATP luminescence, 45 min | Potency, µM (top dose mostly 76.8 µM), inactives show top-dose activity, negative = inhibition, actives largely listed as inhibitors | 410,000 tested, 0.12% active | AID 624173; further: potency means the concentration at half of the fitted maximal effect; nearly all actives have a fitted effect of over 50% in size
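Readout: single end-point luminescence (Kinase-Glo Plus, 10 min). Reaction conditions were TbPYK/substrate plus 130 uM ADP, 45 min at RT, pH 7.2 TEA buffer. No-enzyme wells served as controls, and data were normalized before concentration-response fitting.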
Sm TGR block = S. mansoni TGR enzyme inhibition. Q962Y6. 360,000 tested, 3% active. purified TGR, DTNB reduction, TNB absorbance 405 nm. Potency, µM (top dose mostly 114 µM), without a hit: at the highest dose activity change, negative = inhibition, hits mostly inhibitors; further: potency means the concentration at half of the fitted maximal effect; nearly all actives have a fitted effect of over 60% in size
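First, TGR (20 nM dispensed) and NADPH were mixed with compound. Second, a 15 min room-temperature incubation followed. Third, further NADPH and then DTNB were added to start the reaction. Finally, TNB absorbance was monitored kinetically.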
LmPK inhibitor = LmPK (Leishmania mexicana) enzyme inhibition; purified LmPK, Kinase-Glo ATP luminescence, 1 h; Potency, µM (doses to about 57.5 µM), for the others: at the top dose activity change, negative = inhibition, usual class: inhibitors; 290,000 tested, 0.37% active; AID 1721; further: potency means the concentration at half of the fitted maximal effect
Target sequence (Q27686 whole entry, looked up): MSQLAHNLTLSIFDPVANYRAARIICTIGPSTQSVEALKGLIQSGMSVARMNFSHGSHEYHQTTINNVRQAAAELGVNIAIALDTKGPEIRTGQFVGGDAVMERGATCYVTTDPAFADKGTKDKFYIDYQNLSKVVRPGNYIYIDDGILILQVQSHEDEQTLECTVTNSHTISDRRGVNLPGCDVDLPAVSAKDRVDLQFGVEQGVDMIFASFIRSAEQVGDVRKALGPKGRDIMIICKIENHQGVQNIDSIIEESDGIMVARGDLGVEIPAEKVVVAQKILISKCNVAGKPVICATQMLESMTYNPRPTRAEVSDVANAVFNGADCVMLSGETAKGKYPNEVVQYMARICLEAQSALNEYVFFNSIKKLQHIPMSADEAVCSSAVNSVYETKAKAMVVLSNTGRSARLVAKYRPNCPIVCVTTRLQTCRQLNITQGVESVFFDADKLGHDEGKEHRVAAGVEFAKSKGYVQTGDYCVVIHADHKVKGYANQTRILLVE
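Screened at intermediate enzyme activity to detect both inhibitors and activators: LmPK at 0.1 nM, with a 0.5 nM enzyme column as activation reference. PEP 0.5 mM, ADP 0.1 mM; ATP detected by luminescence after 1 h.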
AmpC inh detg = blocks E. coli AmpC beta-lactamase in detergent assay | P00811 | AmpC hydrolysis of nitrocefin, absorbance 480 nm, 0.01% Triton | Potency, µM (doses to about 114 µM), inactives show at the top dose activity change, negative = inhibition, usual class: inhibitors | 370,000 tested, 0.041% active | AID 485294;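 further: potency means the concentration at half of the fitted maximal effect; 0% = no-compound wells and -100% = no-enzyme wells; nearly all actives have a fitted effect of over 25% in size; some results filed as inactive show a strong effect at the top dose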
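AmpC (5.3 nM in the dispensed reagent) in 20 mM phosphate pH 7.0 with 0.01% (detergent screen) or 0.0001% Triton X-100 was preincubated with compounds for 15 min at room temperature. Nitrocefin was then added from an 800 uM solution, and hydrolysis was followed at 480 nm.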
AMA1-RON2 inh = AMA1-RON2 (P. falciparum) interaction inhibition | AlphaScreen AMA1-biotinylated RON2 peptide binding | Potency, µM (doses to about 58.2 µM), inactives show at the highest dose activity change, negative = inhibition, most hits filed as inhibitors | 360,000 tested, 0.2% active;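 further: potency means the concentration at half of the fitted maximal effect; 0% = vehicle wells and -100% = peptide control; nearly all actives have a fitted effect of over 45% in size; some results filed as inactive show a strong effect at the top dose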
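AMA1 (3D7) with his tag at 25 nM final met compounds first, then biotinylated RON2 peptide at 25 nM; detection used donor plus acceptor beads, 10 µg/mL apiece, read by AlphaScreen after 30 min at room temperature.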
An asterisk follows results filed as active; ? = inconclusive; . = not tested or not shown; [ ] = another dose, or the depositor's remark. Unless noted, the call rests on the fitted dose curve; in most records, active means well fitted curve in the direction sought with a large enough effect; inconclusive means small, poorly fitted or top-dose-only effect, or another doubt; inactive means no such curve, though single readings can be large; an effect the other way counts as inactive or inconclusive. Unless noted, on the % scale 0 is the no-effect control and ±100 the full control effect.

Every second line gives: LmPK inhibitor	HCMV antiviral	TbPYK inhibitor	AmpC inh no detg	AMA1-RON2 inh	AmpC inh detg	Sm TGR block
#1 CN(CC(=O)Nc1cccc(F)c1)C(=O)c1cc(-c2ccco2)nc2ccccc12
    .	-34	-11%	18µM*	?	-10%	7.9µM*
#2 O=c1c2cc(F)ccc2sn1-c1ccccc1
    .	-30	?	-30%	24%	4%	-30%
#3 CC[C@H](CO)Oc1cc(NCc2cccc(N)c2)c2ncn(C(C)C)c2c1
    .	-21	-15%	.	-24%	.	.
#4 Cc1noc(C)c1COc1ncnc2ccccc12
    -2%	-19	-4%	-13%	1%	2%	-3%
#5 CN1CC(Br)C(=O)NC1=O (stereo not given)
    .	-12	2%	.	6%	.	.
#6 COc1ccc(C(=O)Nc2cccc(-c3nc4ncccc4o3)c2C)cc1OC
    -3%	-24	-6%	-4%	3%	-2%	1%
#7 O=C(C1COc2ccccc2O1)N1CCN(c2ccccc2)CC1 (stereo not given)
    5%	4	-1%	4%	-20%	-7%	-15%
#8 CCOC(=O)C1=CCN(S(=O)(=O)c2ccccc2C)C1c1ccccc1 (stereo not given)
    .	?	10%	.	34%[activator]	.	.
#9 CCN1C(=O)C(CC(=O)Nc2cc(C)ccc2C)SC1=Nc1ccc(S(N)(=O)=O)cc1 (stereo not given)
    3%	118	0%	6%	-3%	1%	1%
#10 CCc1ccc(NC(=O)CSc2nccn2-c2cccc(C)c2C)cc1
    .	-36	-8%	.	.	-1%	4%
#11 CC(=O)Nc1cccc(NC(=O)CSc2cn(CC(=O)N3CCCCCC3)c3ccccc23)c1
    .	-24	-9%	.	.	3%	0%
#12 O=C(NCc1ccccc1)c1ccc(N2CCC3(CC2)CC(c2ccc(Cl)cc2)=NO3)c([N+](=O)[O-])c1
    -1%	?	4%	-34%	-22%	-10%	-23%
#13 COC(=O)CNC(=O)c1c(-c2c(Cl)cccc2Cl)noc1C
    -4%	7	0%	-9%	0%	-6%	1%
#14 COc1oc(-c2ccccc2C)nc1C(F)(F)F
    -1%	44	3%	-13%	-4%	?	-3%
#15 NC(=O)c1oc2ccccc2c1NC(=O)C1CCCCC1
    1%	-9	1%	-50%	4%	?	-2%
#16 Cc1ccc(NC(=O)CSc2ncn[nH]2)cc1
    9%	-28	0%	-15%	19%	3%	-11%
#17 CCN(Cc1ccncc1)C(=O)c1ccc(C)c(S(=O)(=O)N2CCCCC2)c1
    .	-19	5%	12%	-8%	.	.
#18 Cc1c(CCC(=O)NCCCn2ccnc2)c(=O)oc2c(C)c3oc4c(c3cc12)CCCC4
    -3%	.	0%	327%[activator]	-17%	?	-20%
#19 COc1ccc(NS(=O)(=O)c2cccc(C(=O)OCC(=O)NC3CC3)c2)cc1
    -11%	-33	0%	-6%	-9%	-8%	-15%
#20 CC(=O)OC[C@@H]1CN(Cc2ccccc2)C[C@H](n2cnc3c(NCC(C)C)ncnc32)O1
    .	-4	-1%	.	-2%	.	.
#21 O=C(CSc1nc2ccccc2o1)NCc1ccco1
    -1%	38	-2%	-9%	1%	-17%	-36%
#22 CNC(=O)C1CCN(S(=O)(=O)c2c(C)noc2/C=C/N(C)C)CC1
    0%	29	-17%	-11%	-2%	5%	-22%
#23 O=C(Oc1ccccc1)n1c(=S)oc2ccccc21
    0%	-29	-2%	-11%	34%[activator]	?	-1%
#24 Cc1ccccc1N1CCN(C2CCCN(C(=O)c3csc(C(C)C)n3)C2)CC1 (stereo not given)
    1%	?	9%	148%[activator]	-3%	?	-16%
#25 COC(C(=O)Nc1c(F)cccc1F)c1ccccc1 (stereo not given)
    -4%	67	1%	-17%	-3%	1%	14%
#26 Cc1cccc(C(=O)NCCN2CCN(c3ccccc3)CC2)c1
    -4%	49	-3%	2%	-5%	-10%	7%
#27 CN(Cc1nccs1)C(=O)C1CCC(=O)N(CCCc2ccccc2)C1 (stereo not given)
    -6%	2	0%	0%	4%	-13%	7%
#28 COc1cccc(CNC(=O)Nc2cccs2)c1
    3%	118	-8%	-24%	-4%	?	-9%
#29 Cc1ccc(OCCOC(=O)c2nc3nccc(C)n3n2)cc1
    -3%	-34	-15%	0%	18%	1%	0%
#30 COc1ccccc1NC(=O)CSc1nnc(C)n1CC1CCCO1 (stereo not given)
    -1%	20	2%	-1%	0%	?	0%

Molecules shown so far with a furan ring, fused or not:
Every second line gives: LmPK inhibitor	HCMV antiviral	TbPYK inhibitor	AmpC inh no detg	AMA1-RON2 inh	AmpC inh detg	Sm TGR block
#1 CN(CC(=O)Nc1cccc(F)c1)C(=O)c1cc(-c2ccco2)nc2ccccc12
    .	-34	-11%	18µM*	?	-10%	7.9µM*
#15 NC(=O)c1oc2ccccc2c1NC(=O)C1CCCCC1
    1%	-9	1%	-50%	4%	?	-2%
#18 Cc1c(CCC(=O)NCCCn2ccnc2)c(=O)oc2c(C)c3oc4c(c3cc12)CCCC4
    -3%	.	0%	327%[activator]	-17%	?	-20%
#21 O=C(CSc1nc2ccccc2o1)NCc1ccco1
    -1%	38	-2%	-9%	1%	-17%	-36%

Additional structures:
Every second line gives: LmPK inhibitor	HCMV antiviral	TbPYK inhibitor	AmpC inh no detg	AMA1-RON2 inh	AmpC inh detg	Sm TGR block
#31 CC1Cc2ccccc2N1CC(=O)N(C)c1c(N)n(Cc2ccccc2)c(=O)[nH]c1=O (stereo not given)
    .	-12	1%	-6%	-11%	1%	-21%
#32 N#Cc1cnn(-c2ccccc2)c1NC(=O)CN1CCOCC1
    3%	12	7%	-13%	43%[activator]	6%	2%
#33 CC(Oc1ccccc1)C(=O)N=C1SC2CS(=O)(=O)CC2N1c1ccc(F)cc1 (stereo not given)
    10%	35	2%	33%	3%	0%	-13%
#34 c1cc2cc(CNc3nc(NCC4CC4)nc4ccsc34)ccc2o1
    .	-74*	-2%	.	?	.	.
#35 O=c1oc2ccccc2cc1-c1nc(-c2cccs2)no1
    .	16	-13%	.	.	5%	31%
#36 O=C1OC(c2ccc(Cl)cc2)=N/C1=C\c1cccnc1
    2%	-27	-2%	-26%	-7%	?	-3%
#37 CCOc1cc(NC(=S)NCCCN2CCOCC2)c(OCC)cc1NC(=O)c1ccc(C)cc1
    -5%	-4	-1%	4%	-8%	-6%	4%
#38 Cc1ccc(F)c(S(=O)(=O)NC(=O)C2(C)CCN2C(=O)c2ccc(C(F)(F)F)nc2C)c1 (stereo not given)
    .	-87*	-7%	.	-4%	.	.
#39 Cc1c(/C=N/NC(=O)C(NC(=O)c2ccc3c(c2)OCO3)C(C)C)c2ccccc2n1C (stereo not given)
    7%	-80*	11%	-16%	3%	?	-2%
#40 CC(C)(SC(=S)N1CCCCCC1)C(=O)O
    2%	-18	5%	0%	-6%	-7%	9%
#41 CC(C)Oc1ccc(C2CC(=O)N(c3cccc(/C=C/C(=O)O)c3)C2=O)cc1 (stereo not given)
    -2%	-7	14%	-3%	-2%	-11%	0%
#42 CCCCC1CCC(C(=O)NCc2ccc3c(c2)OCO3)CC1 (stereo not given)
    6%	-11	-3%	11%	-6%	?	-1%
#43 O=C(NCCN1CCNC1=O)C1CCC(=O)N(Cc2cccc(C(F)(F)F)c2)C1 (stereo not given)
    7%	?	6%	53%	10%	?	-9%
#44 N#Cc1c(-c2ccc(F)cc2)cc(-c2ccccc2)nc1SCC(=O)NCC(=O)O
    1%	1	-19%	15%	0%	-7%	6%
#45 CCOC(=O)Cn1nnc(-c2ccc([N+](=O)[O-])cc2)n1
    -3%	-31	-1%	-9%	-20%	4%	0%
#46 Cc1cc(Cl)c2oc(C(=O)N(CCO)Cc3ccccc3)c(C)c2c1
    0%	216	1%	136%[activator]	-2%	2%	-16%
#47 CN(C)CCNC(=O)C(c1ccccc1)c1ccccc1
    -6%	10	3%	-1%	-2%	0%	-29%
#48 CC1CCN(C(=O)CSc2nnc(Cc3ccccc3)o2)CC1
    1%	-12	0%	?	13%	-11%	-1%
#49 CCCNC(=O)CSC1=N/C(=C/c2ccc(F)cc2)C(=O)N1CC
    3%	-26	-1%	-1%	1%	-14%	0%
#50 O=C(CN1C(=O)NC2(CCCC2)C1=O)Nc1ccccc1N1CCCC1
    1%	8	-1%	-9%	-8%	-8%	-1%
#51 CC1(c2ccccc2)NC(=O)N(CC(=O)Nc2ccc(S(=O)(=O)Nc3ncccn3)cc2)C1=O (stereo not given)
    .	21	-4%	-27%	0%	-12%	3%
#52 Cc1ccnc(Nc2ccc(CCO)cc2)n1
    .	56	6%	.	5%	.	.
#53 O=C(O)CCc1nc2cccnc2n1Cc1ccccc1
    4%	-6	-9%	-15%	-10%	?	-30%
#54 CC(C)CN1C(=O)c2ccc(C(=O)NCc3ccc4c(c3)OCO4)cc2C1=O
    3%	56	5%	-17%	-14%	-4%	-11%
#55 Cc1ccc(S(=O)(=O)CCC(=O)N(CCN2CCOCC2)c2nc3ccccc3s2)cc1
    .	32	-12%	28%	17%	0%	35µM*
#56 Cc1cc(C(=O)N2CCN(S(=O)(=O)c3ccccc3)CC2)c(C)o1
    -6%	0	-1%	42%	-14%	-8%	1%
#57 COc1cccc(/C=C/C(=O)OCC(=O)Nc2ccc3[nH]c(=O)[nH]c3c2)c1OC
    .	-12	-3%	-13%	-28%	-19%	2%
#58 Cc1nnc(NC(=O)c2ccc(S(=O)(=O)C(F)F)cc2)s1
    1%	-13	-7%	-17%	0%	5%	6%
#59 O=S(=O)(c1cc(O)ccc1O)c1cccc2c(S(=O)(=O)c3cc(O)ccc3O)cccc12
    .	-22	?	20µM*	8.9µM*	-10%	11µM*
#60 COc1cccc(CNC(=O)Cn2c(=O)oc3cc(S(=O)(=O)N4CCCCCC4)ccc32)c1
    .	0	-16%[15.4 µM]	.	.	2%	1%
#61 Cc1ccc(Cn2nnc3c(=O)n(Cc4cc(C)ccc4C)cnc32)cc1
    2%	72	-4%	-15%	0%	0%	-2%
#62 Cc1ccc(C(c2cccc(Br)c2)c2c(C)[nH]c3ccccc23)s1 (stereo not given)
    .	-26	-5%	.	.	14%	25µM*
#63 COc1cccc(CN(C)C(=O)COc2cccc3c2OC(C)(C)C3)c1OC
    .	-29	7%	.	-10%	.	.
